Screening results: PubChem BioAssay, several laboratories
LEDGF integ inh: blocks HIV-1 LEDGF/p75-dependent DNA integration. TR-FRET IN-LEDGF/p75 DNA integration, Eu/Cy5. inhibition, % at 3.7 µM. hit rate 0.64% among 370,000. AID 743269;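 active means inhibition above the screen-wide mean plus 3 SD, cut at about 13% in these data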;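 further: signal is the Cy5 over europium emission ratio at 671 and 618 nm; 0% = plate median of compound wells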
PRMT1 FP inh: PRMT1 (human) inhibition, primary screen; inhibition, % at 2.79 µM; Q99873; recombinant PRMT1, activity-based probe fluorescence polarization; AID 652257; hit rate 1.3% among 370,000;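 active means inhibition above about 21% made by adding two undisclosed values, limit read from the data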
Rev-erbA mod: modulators of human Rev-erb alpha DNA binding. P20393. Rev-erbα–FITC-DNA binding, fluorescence polarization, 90 min. activity, % at 10 µM. hit rate 0.79% among 370,000. AID 1259318;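 active means activity above about 14%, limit read from the data; passing the limit was not always enough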;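 further: 0% = DMSO wells with 35 nM protein and 100% = DMSO wells with 750 nM protein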
Target sequence (P20393 whole entry, looked up): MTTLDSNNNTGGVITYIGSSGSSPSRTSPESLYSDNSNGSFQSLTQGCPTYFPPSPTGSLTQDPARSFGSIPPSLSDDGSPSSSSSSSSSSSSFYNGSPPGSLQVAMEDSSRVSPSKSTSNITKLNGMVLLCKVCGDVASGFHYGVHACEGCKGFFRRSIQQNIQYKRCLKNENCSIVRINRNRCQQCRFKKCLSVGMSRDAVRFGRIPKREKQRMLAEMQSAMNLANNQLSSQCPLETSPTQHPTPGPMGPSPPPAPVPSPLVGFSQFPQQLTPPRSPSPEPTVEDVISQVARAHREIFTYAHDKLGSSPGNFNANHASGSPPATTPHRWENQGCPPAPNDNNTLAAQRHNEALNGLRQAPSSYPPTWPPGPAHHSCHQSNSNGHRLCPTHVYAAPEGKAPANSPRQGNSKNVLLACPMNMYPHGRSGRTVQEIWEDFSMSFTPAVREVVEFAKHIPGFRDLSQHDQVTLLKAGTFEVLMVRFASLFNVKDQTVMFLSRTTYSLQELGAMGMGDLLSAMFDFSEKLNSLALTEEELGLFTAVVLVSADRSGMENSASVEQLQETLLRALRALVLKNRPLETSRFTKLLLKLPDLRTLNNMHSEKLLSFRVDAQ
TCR CD3 inh: blocks the human TCR-CD3 interaction. hit rate 0.37% among 360,000. AID 651800. inhibition, % at 9.4 µM. TAMRA-labeled TCR probe fluorescence, biochemical; in the data active means inhibition above about 19%;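 further: recombinant mutant TCR 2C K166C tagged with TAMRA read by polarization; 0% = receptor in buffer alone and 100% = receptor with positive control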
HTRA1 inhibitor: blocks human HTRA1 serine peptidase; inhibition, % at 5.96 µM; hit rate 0.5% among 340,000; recombinant HTRA1, FP-rhodamine activity-based probe, fluorescence polarization; Q92743; in the data active means inhibition above about 36%;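 further: 0% = enzyme with DMSO and 100% = wells lacking enzyme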
mABHD4 FP: inhibitors of mouse ABHD4 | Q8VD66 | purified mABHD4, FP-Rh probe fluorescence polarization | inhibition, % at 8.92 µM | hit rate 0.54% among 370,000 | AID 720543;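 active means inhibition exceeding the mean over every tested compound plus 3 SD, cut at about 30% in these data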;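 further: 0% = plate median of compound wells and 100% = S159A mutant with DMSO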
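Doses – 8.92 µM, single dose · Material – wild-type mouse ABHD4 protein · Replication – single well per compound (singlicate) · Measure – percent inhibition of probe binding, normalized to plate controls · Schedule – 45 min compound pre-incubation plus 60 min probe step, 25 °C · Detection – fluorescence polarization with parallel and perpendicular emission, 525/598 nm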
PG9 binder: PG9 antibody binding by small molecule | AID 624416 | TR-FRET gp120-PG9 antibody binding | hit rate 0.43% among 360,000 | inhibition, % at 6.7 µM; in the data active means inhibition above about 8.5%
rCAG RNA binder: molecules binding r(CAG) RNA repeats; r(CAG) RNA repeat, TO-PRO-1 dye displacement fluorescence; hit rate 1.3% among 370,000; inhibition, % at 3 µM; AID 651821;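 active means inhibition above the plate cutoff, the mean of all test compounds on that plate plus 3 SD, cut at about 35% in these data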;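 further: 0% = DMSO alone and 100% = 100 µM mitoxantrone as full dye displacement; higher means more dye released from RNA so lower well fluorescence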
MBD2 DNA inh: MBD2-methylated oligo binding inhibition | Q9UBB5 | TR-FRET, MBD2 binding to methylated oligonucleotide | inhibition, % at 4.4 µM | hit rate 0.31% among 370,000 | AID 686964; in the data active means inhibition above about 13%
Target sequence (Q9UBB5 whole entry, looked up): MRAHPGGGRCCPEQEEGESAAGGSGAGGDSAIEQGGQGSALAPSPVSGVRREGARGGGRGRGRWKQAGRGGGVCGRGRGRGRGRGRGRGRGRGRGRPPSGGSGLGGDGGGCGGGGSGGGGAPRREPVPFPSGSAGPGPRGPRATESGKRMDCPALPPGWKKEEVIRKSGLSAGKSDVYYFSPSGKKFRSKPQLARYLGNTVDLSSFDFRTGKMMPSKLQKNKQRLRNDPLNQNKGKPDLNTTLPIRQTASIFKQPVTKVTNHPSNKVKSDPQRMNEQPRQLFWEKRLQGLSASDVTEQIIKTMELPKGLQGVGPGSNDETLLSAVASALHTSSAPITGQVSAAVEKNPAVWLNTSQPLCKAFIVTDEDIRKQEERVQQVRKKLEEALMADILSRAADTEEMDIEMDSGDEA
UHRF1 MBD2 ctr: UHRF1 methyl-DNA binding inhibition; Q96T88; UHRF1 binding to methylated oligo, TR-FRET; inhibition, % at 4.4 µM; hit rate 0.75% among 370,000; in the data active means inhibition above about 21%;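 further: UHRF1 SRA domain binding a hemimethylated CpG hairpin DNA probe; 0% = median of test compound wells and 100% = reference inhibitor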
Active calls of the source: *.

For FC(F)(F)c1ccc(Cl)c(-n2c(-c3cc(C4CC4)[nH]n3)n[nH]c2=S)c1 the results were LEDGF integ inh 4, PRMT1 FP inh 3, Rev-erbA mod -1, TCR CD3 inh -4, HTRA1 inhibitor -2, mABHD4 FP 3, PG9 binder 0.8, rCAG RNA binder 7, MBD2 DNA inh -5 and UHRF1 MBD2 ctr 2.
CCN(CC(=O)Nc1c(F)cccc1F)C(=O)C1CC1 was read as LEDGF integ inh 3, PRMT1 FP inh -1, Rev-erbA mod 7, TCR CD3 inh 2, HTRA1 inhibitor -1, mABHD4 FP 3, PG9 binder 1.0, rCAG RNA binder 0, MBD2 DNA inh -1 and UHRF1 MBD2 ctr 2.
For O=C(c1cccc(Cl)c1)N1CCN(S(=O)(=O)c2ccc(Cl)s2)CC1 the results were LEDGF integ inh -1, PRMT1 FP inh 0, Rev-erbA mod -1, TCR CD3 inh 2, HTRA1 inhibitor -2, mABHD4 FP -2, PG9 binder 0.6, rCAG RNA binder 1, MBD2 DNA inh -6 and UHRF1 MBD2 ctr -1.
Screening O=[N+]([O-])c1cccc(S(=O)(=O)[N-]c2nc3ccccc3nc2-n2cc[n+](Cc3ccccc3)c2)c1 returned LEDGF integ inh 0, PRMT1 FP inh -5, Rev-erbA mod -8, TCR CD3 inh -3, HTRA1 inhibitor -5, mABHD4 FP 6, PG9 binder 1.5, rCAG RNA binder 4, MBD2 DNA inh 3 and UHRF1 MBD2 ctr 2.
COc1ccc(-c2csc(NC(=O)CSc3nc4ccccc4c(=O)[nH]3)n2)cc1 was read as LEDGF integ inh -1, PRMT1 FP inh 3, Rev-erbA mod -21, TCR CD3 inh -2, HTRA1 inhibitor -39, mABHD4 FP -28, PG9 binder -0.2, rCAG RNA binder 38*, MBD2 DNA inh 2 and UHRF1 MBD2 ctr 0.
`O=C(NCc1ccccc1)C(c1ccc(C(F)(F)F)cc1)n1c(=O)c(-c2cc3ccccc3[nH]2)nc2ccccc21` (stereo unspecified) gave LEDGF integ inh -5, PRMT1 FP inh -1, Rev-erbA mod 11, TCR CD3 inh -6, mABHD4 FP -44, PG9 binder 0.1, rCAG RNA binder 13, MBD2 DNA inh 0 and UHRF1 MBD2 ctr -1.
For Cc1ccccc1NC(=O)c1cccc(N2C(=O)C3CCC(C)CC3C2=O)c1 (stereo unspecified) the results were LEDGF integ inh -1, PRMT1 FP inh 10, Rev-erbA mod -5, TCR CD3 inh 1, HTRA1 inhibitor -6, mABHD4 FP -3, PG9 binder 0.2, rCAG RNA binder -3, MBD2 DNA inh 1 and UHRF1 MBD2 ctr -1.
For O=C(COC(=O)c1cccc(-n2cnnn2)c1)c1ccc(F)cc1 the results were LEDGF integ inh 3, PRMT1 FP inh 2, Rev-erbA mod -3, TCR CD3 inh -3, HTRA1 inhibitor 0, mABHD4 FP 5, PG9 binder -0.6, rCAG RNA binder 2, MBD2 DNA inh 3 and UHRF1 MBD2 ctr -1.
CCOc1ccccc1N(C)C(=O)C1CCN(S(=O)(=O)c2cccc3nonc23)CC1 was read as LEDGF integ inh 0, PRMT1 FP inh -2, Rev-erbA mod 2, TCR CD3 inh 3, HTRA1 inhibitor 3, mABHD4 FP 0, PG9 binder 0.8, rCAG RNA binder -3, MBD2 DNA inh 2 and UHRF1 MBD2 ctr -6.
COc1ccc(Cl)cc1NC(=O)C1CC(c2ccccc2O)=NO1 (stereo unspecified) was read as LEDGF integ inh -1, PRMT1 FP inh 3, Rev-erbA mod 5, TCR CD3 inh 8, HTRA1 inhibitor -2, mABHD4 FP 0, PG9 binder -1.0, rCAG RNA binder -3, MBD2 DNA inh -7 and UHRF1 MBD2 ctr -1.
O=c1c(Br)c(NCc2ccccc2)cnn1-c1ccc(F)cc1 was read as LEDGF integ inh -2, PRMT1 FP inh 2, Rev-erbA mod -5, TCR CD3 inh -1, HTRA1 inhibitor -14, mABHD4 FP -2, PG9 binder 0.7, rCAG RNA binder -4, MBD2 DNA inh -2 and UHRF1 MBD2 ctr 3.
`Cc1cc(NC(=O)CSc2nc3ccccc3c(=O)n2Cc2ccc(F)cc2)no1` gave LEDGF integ inh 0, PRMT1 FP inh -1, Rev-erbA mod 52*, TCR CD3 inh 2, HTRA1 inhibitor -23, mABHD4 FP 2, PG9 binder 42*, rCAG RNA binder 0, MBD2 DNA inh 1 and UHRF1 MBD2 ctr 3.
`N#Cc1ccc(-c2csc(NC3=NCCCCC3)n2)cc1` gave LEDGF integ inh 1, PRMT1 FP inh -4, Rev-erbA mod 3, TCR CD3 inh -3, HTRA1 inhibitor -9, mABHD4 FP -4, PG9 binder -1.3, rCAG RNA binder -2, MBD2 DNA inh 3 and UHRF1 MBD2 ctr 39*.
Screening Nc1ncnc2c1ncn2C1CCCO1 (stereo unspecified) returned LEDGF integ inh 0, PRMT1 FP inh -3, Rev-erbA mod -7, TCR CD3 inh -4, HTRA1 inhibitor 3, mABHD4 FP -3, PG9 binder 0.1, rCAG RNA binder 4, MBD2 DNA inh 2 and UHRF1 MBD2 ctr 3.
For CCOC(=O)C[C@@H]1OC[C@H](C(C)C)N1S(=O)(=O)c1ccc(C)cc1 the results were LEDGF integ inh 7, PRMT1 FP inh -2, Rev-erbA mod -2, TCR CD3 inh -1, mABHD4 FP -3, PG9 binder -1.7, rCAG RNA binder 0, MBD2 DNA inh -2 and UHRF1 MBD2 ctr -3.
CC(C)(C)OC(=O)C[C@H]1C/C=C\C[C@@H](CC(=O)N(CCO)Cc2ccccc2)C(=O)NC[C@@H](c2ccccc2)OC1=O was read as LEDGF integ inh 1, PRMT1 FP inh -3, Rev-erbA mod -6, TCR CD3 inh -3, HTRA1 inhibitor -9, mABHD4 FP 0, PG9 binder 0.7, rCAG RNA binder -5, MBD2 DNA inh -2 and UHRF1 MBD2 ctr 1.
`CCOc1ccc(CNc2nnnn2C)cc1` gave LEDGF integ inh 2, PRMT1 FP inh 2, Rev-erbA mod 0, TCR CD3 inh 6, HTRA1 inhibitor -1, mABHD4 FP -3, PG9 binder -0.3, rCAG RNA binder -1, MBD2 DNA inh 0 and UHRF1 MBD2 ctr 1.
Screening COc1ccc(C(=O)CSc2nnc(-c3ccccc3)o2)cc1 returned LEDGF integ inh 1, PRMT1 FP inh 3, Rev-erbA mod -11, TCR CD3 inh 6, HTRA1 inhibitor -4, mABHD4 FP 3, PG9 binder 0.3, rCAG RNA binder 0, MBD2 DNA inh 5 and UHRF1 MBD2 ctr 1.
Cc1ccc(/C=N/NC(=O)c2ccncc2)cc1 was read as LEDGF integ inh 4, PRMT1 FP inh -1, Rev-erbA mod -6, TCR CD3 inh 1, HTRA1 inhibitor 9, mABHD4 FP 2, PG9 binder -0.1, rCAG RNA binder -2, MBD2 DNA inh 2 and UHRF1 MBD2 ctr 0.
Screening CC(=O)N(C)c1ccc(NC(=O)N2CCOCC2)cc1 returned LEDGF integ inh 5, PRMT1 FP inh 4, Rev-erbA mod -3, TCR CD3 inh -8, HTRA1 inhibitor -1, mABHD4 FP 2, PG9 binder 1.2, rCAG RNA binder -2, MBD2 DNA inh -2 and UHRF1 MBD2 ctr 0.
O=C(CC1CCCC1)N1CCN(S(=O)(=O)c2cccc(Br)c2)CC1 was read as LEDGF integ inh 0, PRMT1 FP inh 1, Rev-erbA mod 0, TCR CD3 inh -3, HTRA1 inhibitor 0, mABHD4 FP 6, PG9 binder -1.3, rCAG RNA binder 1, MBD2 DNA inh -6 and UHRF1 MBD2 ctr 0.
O=C(COC(=O)C1CC(O)CN1S(=O)(=O)c1ccc(Cl)cc1)c1cccc(Cl)c1 (stereo unspecified) was read as LEDGF integ inh -1, PRMT1 FP inh 2, Rev-erbA mod 8, TCR CD3 inh 4, HTRA1 inhibitor -10, mABHD4 FP 3, PG9 binder -1.5, rCAG RNA binder -1, MBD2 DNA inh -6 and UHRF1 MBD2 ctr -1.
`CCOCCCNc1ccc(N2C(=O)C3CCCCC3C2=O)cc1[N+](=O)[O-]` (stereo unspecified) gave LEDGF integ inh 1, PRMT1 FP inh -2, Rev-erbA mod 2, TCR CD3 inh 3, HTRA1 inhibitor 6, mABHD4 FP 0, PG9 binder -1.2, rCAG RNA binder -4, MBD2 DNA inh -2 and UHRF1 MBD2 ctr -4.
Screening Cc1nnc(NC(=O)CSc2nnc(C(C)NC(=O)c3ccccc3F)n2C)s1 (stereo unspecified) returned LEDGF integ inh 1, PRMT1 FP inh -4, Rev-erbA mod 2, TCR CD3 inh 4, HTRA1 inhibitor 5, mABHD4 FP 5, PG9 binder 0.2, rCAG RNA binder 1, MBD2 DNA inh -2 and UHRF1 MBD2 ctr 1.
`O=C(NC(CO)(CO)CO)[C@@H]1CCCN1S(=O)(=O)c1cccc2cccnc12` gave LEDGF integ inh -1, PRMT1 FP inh -2, Rev-erbA mod 7, TCR CD3 inh 3, HTRA1 inhibitor -5, mABHD4 FP 1, PG9 binder 1.1, rCAG RNA binder 1, MBD2 DNA inh 0 and UHRF1 MBD2 ctr -3.
CCCc1cc(=O)oc2cc(C)cc(OCC(=O)Nc3ccccn3)c12 was read as LEDGF integ inh 2, PRMT1 FP inh -1, Rev-erbA mod 6, TCR CD3 inh 8, HTRA1 inhibitor -3, mABHD4 FP -1, PG9 binder 2.4, rCAG RNA binder 1, MBD2 DNA inh -6 and UHRF1 MBD2 ctr -1.
`Nn1c(SCC(=O)NCc2ccccc2)nncc1=O` gave LEDGF integ inh 0, PRMT1 FP inh 11, Rev-erbA mod 1, TCR CD3 inh -2, HTRA1 inhibitor 4, mABHD4 FP -4, PG9 binder -2.5, rCAG RNA binder 2, MBD2 DNA inh 2 and UHRF1 MBD2 ctr 4.
Screening COc1ccc2oc(=O)cc(CN3CCOCC3)c2c1 returned LEDGF integ inh -2, PRMT1 FP inh -2, Rev-erbA mod -4, TCR CD3 inh 2, HTRA1 inhibitor 7, mABHD4 FP -4, PG9 binder -1.1, rCAG RNA binder 5, MBD2 DNA inh 3 and UHRF1 MBD2 ctr -1.
`Cc1cc(Cl)ccc1OC(C)C(=O)NCCCn1ccnc1` (stereo unspecified) gave LEDGF integ inh 0, PRMT1 FP inh 3, Rev-erbA mod 1, TCR CD3 inh -2, HTRA1 inhibitor -4, mABHD4 FP 2, PG9 binder -0.2, rCAG RNA binder -2, MBD2 DNA inh 3 and UHRF1 MBD2 ctr 2.
COc1ccc(OC)c(-c2cc(C(=O)N3CCN(c4ccccc4)CC3)no2)c1 was read as LEDGF integ inh -3, PRMT1 FP inh 0, Rev-erbA mod -1, TCR CD3 inh 3, HTRA1 inhibitor -35, mABHD4 FP -13, PG9 binder -1.5, rCAG RNA binder 4, MBD2 DNA inh -2 and UHRF1 MBD2 ctr -1.
Screening CCc1cc(=O)oc2c(CN3CCN(C)CC3)c(O)ccc12 returned LEDGF integ inh 3, PRMT1 FP inh -8, Rev-erbA mod 0, TCR CD3 inh -2, HTRA1 inhibitor 3, mABHD4 FP 2, PG9 binder 0.0, rCAG RNA binder -6, MBD2 DNA inh -1 and UHRF1 MBD2 ctr -2.
`CCCc1nc2c(nnn2Cc2ccccc2F)c(=O)[nH]1` gave LEDGF integ inh -1, PRMT1 FP inh 2, Rev-erbA mod -3, TCR CD3 inh -4, HTRA1 inhibitor 3, mABHD4 FP 4, PG9 binder -0.4, rCAG RNA binder -3, MBD2 DNA inh -4 and UHRF1 MBD2 ctr 2.

Some of the compounds tested. The share of hits here may be higher or lower than overall.
